Assay outcomes (PubChem)
DENV2 CPE – inhibitors of DENV2 cytopathic effect, primary screen, cell-based, plate reader, single concentration; CPE inhibition, % at 9.99 µM; AID 651640, 2012; actives 1.7% (n = 350,000); DENV2-infected cells, cytopathic effect rescue; in the data active = CPE inhibition above about 20%, passing the limit was not always enough; inconclusive = no clear call, values can overlap the other calls; tested in BHK-21 cells;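 also: 0% = median of neutral control wells and 100% = median of positive control wells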
RAD54 inh – inhibitors of human RAD54 branch migration, primary screen, biochemical, fluorescence, single point. DNA repair and recombination protein RAD54-like (Homo sapiens), Q92698. RAD54 Holliday junction branch migration, FAM/BHQ fluorescence. actives 0.14% (n = 360,000). inhibition, % at 10.4 µM;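 active = mean normalized replicate activity at least 40 and at least half of replicates scoring 40 or more; inconclusive = only one of the two criteria met; inactive = mean below 40 and under half of replicates reaching 40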;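 also: 0% = median of neutral control wells and 100% = median of positive control wells; inhibitors cause a drop in the FAM fluorescence signal; in these data hits start at about 50%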
RAD52 anneal inh – RAD52 DNA annealing inhibitors, primary screen, biochemical, FRET, single point, set 2; DNA repair protein RAD52 homolog (Homo sapiens), P43351; recombinant RAD52 DNA annealing, FRET fluorescence; inhibition, % at 18.7 µM; actives 0.46% (n = 360,000); AID 651710, 2012;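 active = every replicate showing at least 50% inhibition; inconclusive = mean inhibition at least 50% but not in every replicate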
Target sequence (P43351 whole entry, looked up): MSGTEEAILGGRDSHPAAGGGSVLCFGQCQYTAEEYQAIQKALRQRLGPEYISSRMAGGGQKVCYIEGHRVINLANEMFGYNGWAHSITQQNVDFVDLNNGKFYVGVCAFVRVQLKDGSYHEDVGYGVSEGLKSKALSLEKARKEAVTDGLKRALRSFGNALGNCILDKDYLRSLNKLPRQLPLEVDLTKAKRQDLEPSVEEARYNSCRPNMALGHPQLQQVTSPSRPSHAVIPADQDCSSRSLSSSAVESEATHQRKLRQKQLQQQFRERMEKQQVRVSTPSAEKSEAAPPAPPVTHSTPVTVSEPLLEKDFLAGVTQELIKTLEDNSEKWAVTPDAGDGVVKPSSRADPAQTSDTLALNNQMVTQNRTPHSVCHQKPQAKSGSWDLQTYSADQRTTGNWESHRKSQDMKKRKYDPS
INS-1E GSIS act – GLuc luminescence reporter in INS-1E cells, primary screen for activators of glucose-dependent secretion of insulin; AID 743287, 2014; activation, % at 16.6 µM; INS-1E GLuc reporter insulin secretion, 2-3 h; actives 0.61% (n = 370,000);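 active = lowest replicate activation of at least 40%, so every replicate reaches that level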;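 also: 0% = median of neutral control wells and 100% = median of IBMX positive control wells; some compounds called inactive have numbers as strong as hits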
CASP6 VEID inh – human caspase-6 inhibitors, primary screen, biochemical, VEID-R110 fluorescence, single point, set 2; P55212; purified caspase-6, Z-VEID-R110 cleavage fluorescence; inhibition, % at 12.5 µM; actives 0.53% (n = 350,000); AID 686996, 2013;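 active = mean inhibition across replicates at least about 35%, with every replicate also reaching that limit, limit read from the data; inconclusive = only one of the two criteria met; inactive = neither criterion met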;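 also: 0% = median of neutral control wells and 100% = no fluorescence left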
Target sequence (P55212 24-179 limits assumed): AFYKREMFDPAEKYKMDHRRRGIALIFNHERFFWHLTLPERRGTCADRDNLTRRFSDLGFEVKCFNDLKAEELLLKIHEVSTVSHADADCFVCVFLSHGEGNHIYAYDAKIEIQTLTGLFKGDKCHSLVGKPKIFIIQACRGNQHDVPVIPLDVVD
Target sequence (P55212 194-293 limits assumed): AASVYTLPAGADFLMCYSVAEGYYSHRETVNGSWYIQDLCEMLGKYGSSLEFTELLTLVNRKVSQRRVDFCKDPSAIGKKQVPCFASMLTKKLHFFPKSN
E-sel inducer – E-selectin induction in HUVECs, primary screen, imaging, HUVEC, immunofluorescence imaging, single point. activation, % at 7.58 µM. P16581. normalized: neutral wells 0, TNF-alpha wells 100. actives 0.37% (n = 260,000). AID 686992, 2013;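 active = mean E-selectin-positive cell signal at least 10% of the positive control, reached in at least 60% of replicates, without over 20% cell loss; inconclusive = no rule given, readout overlaps actives, possibly toxicity-flagged; inactive = the rest, including those meeting only one limit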;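 also: in these data hits start at about 27%; measured in HUVEC primary endothelial cells; signal is the percent of cells scored E-selectin positive by PE staining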
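Read-out basis: % PE-positive cells; Test system: HUVEC primary endothelial cells; Technique: immunofluorescence imaging; Dosing: single-point compound dose.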
F508del corr – F508del CFTR correction, initial screen, CFBE line, single point; CFBE cells, YFP halide quenching; stimulated with forskolin plus potentiator P3; % fluorescence drop versus neutral controls; activity (quench increase), % at 7.58 µM; actives 0.36% (n = 350,000); AID 720511, 2013;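 active = mean added fluorescence quench of at least 8% versus neutral control, with both replicates also reaching 8%; inconclusive = only one of the mean or replicate conditions met; inactive = mean below 8% and not both replicates reaching 8%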;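 also: cells transiently co-express mutant CFTR-F508del with the halide-sensitive YFP; corrector assay measuring rescue of mutant channel to the surface after 24 h compound exposure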
XiGFP reactiv – activators of inactive X chromosome reactivation, primary screen, imaging, XiGFP fibroblasts, GFP high-content imaging, set 2. XiGFP mouse fibroblasts, % GFP-positive cells imaging, 3 d; cells co-treated with 5-aza-dC sensitizer; scaled so ellipticine positive control = 100%. activation, % at 7.58 µM. actives 0.055% (n = 360,000). AID 743238, 2013;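 active = mean normalized replicate activation at least 10% and every replicate at or above 10%; inconclusive = only one of the two criteria met; inactive = mean below 10% and not all replicates reach 10%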;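 also: 0% = median of on-plate neutral control wells and 100% = ellipticine 6 µM median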
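System: 68-5-11 XiGFP fibroblast line; Timing: 3 days compound exposure; Compound dosing: one concentration, pinned; Benchmarks: positive control ellipticine, 6 µM final; Buffer or medium: DMEM containing 5-aza-dC.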
Starred values were filed as active, the others as inactive; ? = inconclusive; · = not tested or not shown.

Second line of a record – DENV2 CPE, RAD54 inh, RAD52 anneal inh, INS-1E GSIS act, CASP6 VEID inh, E-sel inducer, F508del corr, XiGFP reactiv
> Cc1c(C(=O)OCC(=O)Nc2cccc(S(N)(=O)=O)c2)oc2c1ccc1ccccc12
  -2.0, ·, -92.1, -3.9, -0.6, -1.5, 0.5, 0.0
> O=C(C[C@@H]1C[C@H]2c3cc(NC(=O)Nc4ccccc4F)ccc3O[C@H]2[C@H](CO)O1)NC1CCCC1
  -11.4, 3.2, 6.2, -21.6, 99.0*, 0.1, -2.2, 0.0
> OC(c1ccccc1)c1nc(-c2cccc3cccnc23)cs1 (configuration not stated)
  ?, 0.5, -5.3, -0.7, -0.9, 0.0, -3.3, 0.0
> O=C(NCCCNC(=O)c1cnccn1)c1ccc(Br)cc1
  9.1, 7.6, -3.8, 7.0, -0.9, 0.0, 2.4, 0.0
> CN(C(=O)c1cccc(S(=O)(=O)NCc2ccccc2)c1)C1CCCCC1
  1.6, 8.8, -5.6, ·, -1.4, ·, -10.7, 0.2
> COC(=O)[C@@]12C[C@@H](CC(=O)NCCCN3CCCC3=O)C(=O)N(Cc3ccco3)C1=CCC(C)(C)C2
  -9.6, ·, -11.2, 12.9, -3.1, 0.0, -1.7, -0.1
> CCc1nc2c(OCCOc3ccc(F)cc3)cccn2c1N(C)C(=O)c1cccs1
  -4.2, -6.4, -55.4, ·, -3.1, ·, 3.3, -0.2
> Cc1noc(C)c1NC(=O)N(C)C[C@H]1Oc2ccc(NC(=O)Nc3ccc(F)cc3)cc2C(=O)N([C@H](C)CO)C[C@H]1C
  0.8, 4.8, 7.0, 10.1, 1.2, -0.1, 1.3, -0.1
> O=C(O)c1ccc(NC2CC(=O)N(Cc3ccccc3)C2=O)cc1 (configuration not stated)
  -16.9, 2.4, -7.9, -27.4, 3.7, ·, 1.3, 0.0
> CC(=O)Nc1ccc2c(=O)n(-c3ccccc3)sc2c1
  4.9, -3.2, -14.7, 29.6, 1.2, ·, -4.9, 0.7
> Cc1cc(NC(=O)CSCC(=O)N(c2cccc(Cl)c2)C(C(=O)NC2CCCCC2)c2ccc(O)c(O)c2)no1 (configuration not stated)
  ·, -7.9, ·, -11.8, ·, -0.2, ·, 0.3
> CCOC(=O)CCc1cnccc1-c1cccc(OC)c1O
  0.3, -1.1, -8.9, 4.8, 1.0, 0.0, -1.4, 0.1
> CCc1ccc2[nH]c(=O)c(Cc3ccccc3)c(O)c2c1
  4.6, -2.4, -0.4, -13.5, 4.9, 0.3, -1.9, 0.2
> COc1ccc(NC(=O)N(C)C[C@@H]2Oc3ccc(NC(=O)Nc4ccc(F)cc4)cc3CC(=O)N([C@@H](C)CO)C[C@H]2C)cc1
  13.3, 4.0, -2.1, 6.4, -1.0, 0.2, -2.5, -0.5
> COc1ccc(OC)c(-c2csc(NC(=O)CN3C(=O)NC4(CCCC4)C3=O)n2)c1
  -3.9, ·, -10.6, -13.0, -2.1, -2.0, -2.5, 0.7
> COC(=O)C[C@@H]1C[C@H]2c3cc(NC(=O)Cc4ccncc4)ccc3O[C@H]2[C@@H](CO)O1
  10.5, -5.4, -7.2, -9.3, 2.3, 0.5, -5.2, 0.5
> CCC(C)[C@H](NC(=O)Nc1ccccc1F)C(=O)O (some centres not stated)
  -4.6, ·, -11.5, 5.9, 1.8, ·, 1.3, 0.4
> CCC(=O)N1CCN(c2nc3ccc(Br)cc3s2)CC1
  2.3, -8.1, -3.5, 5.2, 0.8, ·, 1.0, 0.0
> Cc1ccnc(NCc2cc(Cl)ccc2O)c1
  0.4, 11.3, -1.1, -7.1, 1.0, 2.7, -0.7, 0.0
> CCN(C(=O)COC(=O)c1nc2nc(C)cc(C)n2n1)C1CCS(=O)(=O)C1 (configuration not stated)
  5.9, -7.1, -8.8, 20.1, -4.3, -0.4, 0.2, 0.5

A section from further up:
Second line of a record – DENV2 CPE, RAD54 inh, RAD52 anneal inh, INS-1E GSIS act, CASP6 VEID inh, E-sel inducer, F508del corr, XiGFP reactiv
> CCC(=O)N1CCN(c2nc3ccc(Br)cc3s2)CC1
  2.3, -8.1, -3.5, 5.2, 0.8, ·, 1.0, 0.0
> Cc1ccnc(NCc2cc(Cl)ccc2O)c1
  0.4, 11.3, -1.1, -7.1, 1.0, 2.7, -0.7, 0.0
> CCN(C(=O)COC(=O)c1nc2nc(C)cc(C)n2n1)C1CCS(=O)(=O)C1 (configuration not stated)
  5.9, -7.1, -8.8, 20.1, -4.3, -0.4, 0.2, 0.5

Molecules above that have an aryl methoxy group:
Second line of a record – DENV2 CPE, RAD54 inh, RAD52 anneal inh, INS-1E GSIS act, CASP6 VEID inh, E-sel inducer, F508del corr, XiGFP reactiv
> CCOC(=O)CCc1cnccc1-c1cccc(OC)c1O
  0.3, -1.1, -8.9, 4.8, 1.0, 0.0, -1.4, 0.1
> COc1ccc(NC(=O)N(C)C[C@@H]2Oc3ccc(NC(=O)Nc4ccc(F)cc4)cc3CC(=O)N([C@@H](C)CO)C[C@H]2C)cc1
  13.3, 4.0, -2.1, 6.4, -1.0, 0.2, -2.5, -0.5
> COc1ccc(OC)c(-c2csc(NC(=O)CN3C(=O)NC4(CCCC4)C3=O)n2)c1
  -3.9, ·, -10.6, -13.0, -2.1, -2.0, -2.5, 0.7

(continued)
Second line of a record – DENV2 CPE, RAD54 inh, RAD52 anneal inh, INS-1E GSIS act, CASP6 VEID inh, E-sel inducer, F508del corr, XiGFP reactiv
> CCN(C(=O)CSc1nnc(CNc2cccc(OC)c2)n1C1CCCCC1)C1CCS(=O)(=O)C1 (configuration not stated)
  5.1, -7.6, -16.1, 25.6, 1.2, -0.4, -1.8, 0.0
> CCOC(=O)c1sc(NC(=O)CSc2n[nH]c(CC(C)C)n2)nc1C
  -6.1, ·, -3.4, -5.7, -2.0, -0.1, ·, -0.1
> Cc1ccc(C)c(NC(=O)CN(C)C(=O)COc2ccc3ccccc3c2)c1
  7.6, 12.3, -12.5, 13.3, 0.8, -0.1, 1.8, 0.0
> COc1ccc(CNC(=O)Cc2c[nH]c3ccccc23)cc1OC
  0.7, -4.1, -14.5, 12.6, -2.3, 0.0, 1.4, 0.0
> Cc1nn(C(C)C)c(C)c1CN1CCCC(C(=O)c2cccc(OC(C)C)c2)C1 (configuration not stated)
  1.8, ·, -5.0, -5.8, 1.4, ·, 3.3, 0.1
> COCc1cc(CN2CCCC(CNC(=O)c3ccc(F)cc3)C2)ccc1OC (configuration not stated)
  -3.0, ·, -23.7, -7.0, -2.4, ·, 1.9, 0.1
> CN(C(=O)c1cc(-c2ccccc2)on1)C1CCCCC1
  3.6, -9.1, -12.2, -3.6, -3.1, ·, 1.3, 0.3
> O=C(NCCc1ccccc1)c1cccc(S(=O)(=O)NCc2ccccc2)c1
  7.7, 9.8, -13.2, -29.8, 2.0, 1.3, -4.0, 0.4
> C[C@@H]1CN([C@@H](C)CO)C(=O)c2cc(NC(=O)Nc3ccc(F)cc3)ccc2O[C@H]1CN(C)Cc1ccc(Cl)c(Cl)c1
  1.3, 9.0, -7.9, -4.8, -1.6, ·, 3.2, 0.1
> O=S(=O)(c1cccc(S(=O)(=O)N2CCOCC2)c1)N1CCCCCC1
  2.5, -3.8, 3.7, -8.4, 0.6, ·, 3.0, 0.0
> CSc1nc2ccccc2s1
  17.2, -3.6, -6.3, 20.7, 2.2, ·, 0.1, ·
> O=C(C1=C(O)C(=O)N(c2nc3ccc(Cl)cc3s2)C1c1ccco1)c1ccco1 (configuration not stated)
  -1.9, 3.1, -52.3, ·, 88.3*, 0.3, 1.5, 1.4
> C[C@@H]1CCCCO[C@@H](CN(C)Cc2ccc(C(=O)O)cc2)[C@H](C)CN([C@@H](C)CO)C(=O)c2cc(N(C)C)ccc2O1
  4.6, -1.2, -6.9, 4.4, -2.1, 0.0, -0.8, 0.3
> O=C(NC1CCCC1)C1C(c2ccc(C(F)(F)F)cc2)=Nc2ccccc2N1C(=O)c1cccc(C(F)(F)F)c1 (configuration not stated)
  -12.4, ·, -14.9, 0.2, -0.8, 0.1, 0.4, 0.4
> Oc1ccc(N=Nc2ccc3c(c2)OCCO3)c2cccnc12
  0.3, ·, -7.1, 5.1, 5.6, -1.9, 4.0, 0.0
> CCCC(=O)Nc1ccc2c(c1)C(=O)N(C)C[C@@H](OC)[C@H](C)CN(CCC)[C@H](C)CO2
  -6.5, -2.6, 3.5, -14.0, -1.3, 0.3, ·, 0.2
> CS(=O)(=O)N1CCCCN2[C@@H](CO)[C@H](c3ccc(C#Cc4ccccn4)cc3)[C@@H]2C1
  5.8, -8.7, -39.7, 7.0, -0.7, 0.0, -0.7, -0.1
> CC(=O)c1cccc(NC(=O)CN2C=NS(=O)(=O)c3ccc(C)cc32)c1
  6.6, 2.7, -17.3, 4.8, 2.8, ·, -2.5, 0.3
> CCc1ccc2nc(/N=C(\N)NC(=O)c3ccccc3)nc(C)c2c1
  -1.1, -3.6, -19.2, ·, -1.6, ·, 0.5, 0.1
> COc1cccc(-n2c(O)c(C=NCc3ccccn3)c3ccccc3c2=O)c1
  1.3, ·, -25.3, 4.7, 1.1, ·, -0.8, 0.0

The list goes on:
Second line of a record – DENV2 CPE, RAD54 inh, RAD52 anneal inh, INS-1E GSIS act, CASP6 VEID inh, E-sel inducer, F508del corr, XiGFP reactiv
> CCN(C(=O)COC(=O)c1c(C)c(-c2ccccc2)nc2ccccc12)C1CCS(=O)(=O)C1 (configuration not stated)
  -3.0, -2.2, -20.9, 22.2, 3.7, ·, -6.2, 0.0
> CN(C)CCCn1c2c(c(SCC(=O)Nc3ccc4c(c3)OCO4)nc1=O)CCCC2
  7.4, -25.1, 0.0, 15.4, 6.7, 0.8, -0.1, 0.0
> O=C1c2cccc3cccc(c23)C(=O)N1CC1CCN(CC(O)COc2ccc3ccccc3c2)CC1 (configuration not stated)
  -4.3, 29.9, 18.1, -21.0, -1.5, 0.0, 1.3, 0.7
> COc1ccc(Cl)cc1-c1nc(SCC(=O)N(C)C)n[nH]1
  4.0, ·, -8.1, 13.4, 2.8, -1.5, 4.8, 0.3

Three entries from above, sorted by their value in INS-1E GSIS act, low to high.
Structure	INS-1E GSIS act
COc1ccc(Cl)cc1-c1nc(SCC(=O)N(C)C)n[nH]1	13.4
CN(C)CCCn1c2c(c(SCC(=O)Nc3ccc4c(c3)OCO4)nc1=O)CCCC2	15.4
CCN(C(=O)COC(=O)c1c(C)c(-c2ccccc2)nc2ccccc12)C1CCS(=O)(=O)C1 (configuration not stated)	22.2
